# M. tuberculosis: growth inhibition of non-replicating M. tuberculosis (AID 488890); Mycobacterium tuberculosis non-replicating, growth inhibition; higher % means a stronger effect; inhibition, % at 25 µM, or IC50 in µM where a hit was titrated; hit rate 0.39% among 320,000; in the data active means a potency from the dose series; inconclusive means inhibition mostly from about 82% at the one dose, without a potency; inactive means the rest, 99 in 100 with inhibition below about 76%;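 further: plate controls were DMSO cells for no effect and high antibiotic wells for full effect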
# H1N1 NS1A inhibition: NS1A inhibition, H1N1 influenza, cell based functional assay (AID 504329). NS1A functional cell-based assay, percent inhibition; higher % means a stronger effect. inhibition, % at 12.5 µM, or IC50 in µM where a hit was titrated. hit rate 0.3% among 340,000; in the data active means a potency from the dose series; inconclusive means inhibition above about 27% without an active follow-up result; further: strong numbers were not always called active
# H37Rv inhibition: M. tuberculosis growth inhibition, HTS (AID 449762); inhibition, % at 25 µM, or IC50 in µM where a hit was titrated; hit rate 0.59% among 330,000; M. tuberculosis H37Rv growth inhibition, 7H9 media; higher % means a stronger effect; in the data active means a potency from the dose series; inconclusive means inhibition above about 70% without an active follow-up result;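 further: bacterial growth assessed after seven days of incubation; strong numbers were not always called active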
# inhibitors of VEEV: inhibitors of VEEV TC-83 cytopathic effect, confirmation, Vero cells (AID 588727); Vero cells, VEEV TC-83 cytopathic effect inhibition; higher % means a stronger effect; inhibition, % at 20 µM; hits with a dose series show IC50 in µM; hit rate 0.13% among 350,000; in the data active means a potency from the dose series; inconclusive means inhibition mostly from about 14% at the one dose, without a potency; inactive means the rest, 99 in 100 with inhibition below about 12%; further: strong numbers were not always called active
# Salmonella PhoP GFP: PhoP regulon inhibitors, Salmonella typhi PhoP promoter GFP reporter, confirmatory (AID 1850); hit rate 0.33% among 310,000; inhibition, % at 50 µM, or IC50 in µM where a hit was titrated; Salmonella Typhi PhoP-promoter GFP reporter, fluorescence, 4 h; higher % means a stronger effect; in the data active means a potency from the dose series; inconclusive means inhibition mostly from about 25% at the one dose, without a potency; inactive means the rest, 99 in 100 with inhibition below about 19%;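 further: 0% = induced wells with vehicle and 100% = uninduced wells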
# inhibitors of VEEV 10K pilot screen: further read-out of inhibitors of VEEV, marked with its call; inhibition, %; measured here: 10K pilot screen inhibition
# * hit, by the source's call; i = inactive; ? = inconclusive; / = not tested or not shown.
SMILES,M. tuberculosis,H1N1 NS1A inhibition,H37Rv inhibition,inhibitors of VEEV,Salmonella PhoP GFP,others
Cc1ccc(C2N(c3ccccc3)C(=S)N3CCCN23)cc1 (stereo not given),-3%,-6%,3%,0.8%,1%,
Cc1ccc(C)c(C(=O)NC(C)c2ccc(-n3ccnc3)cc2)c1 (stereo not given),25%,-10%,-3%,0.6%,-10%,
COC(=O)c1ccc(/C=C/c2nc3ccccc3c(=O)[nH]2)cc1,-4%,-4%,2%,2.4%,3%,
COc1ccc(-n2nc(C(=O)NCC(=O)NCc3ccccc3OC)c3ccccc3c2=O)c(OC)c1,0%,-1%,2%,2.5%,-7%,
Cc1nn(CCO)c(C)c1Oc1ccccc1O,1%,-11%,-2%,0.9%,-4%,
CCOC(=O)c1[nH]c2ccccc2c1CCCN1C(=O)c2ccccc2C1=O,-1%,12%,-2%,7.3%,-2%,
COc1ccc(NC(=O)C2CCCN(c3nc(C)cc(C)n3)C2)cc1 (stereo not given),2%,-5%,-2%,0.5%,-7%,
CN(C1CCS(=O)(=O)C1)S(=O)(=O)c1ccccc1[N+](=O)[O-] (stereo not given),-6%,-9%,-11%,i,-7%,
CCCCCCn1c(N2CCN(c3ccccc3)CC2)nc2c1c(=O)[nH]c(=O)n2C,-1%,4%,-3%,8.0%,10%,
CCC(C)NS(=O)(=O)c1ccc(OCC(=O)NCc2ccccn2)cc1 (stereo not given),-1%,1%,-1%,i,2%,
CC(C)(C)NC(=O)c1ccc2c(c1)N(CC(=O)N1CCCC1)C(=O)C(C)(C)O2,-5%,4%,4%,0.8%,-3%,
Cc1ccc(-n2nc(C)c(/C=N/n3c(C)n[nH]c3=S)c2Cl)cc1,12%,-9%,-1%,5.0%,1%,
O=C(NCc1ccco1)c1ccc(COc2ccccc2[N+](=O)[O-])o1,6%,-6%,-8%,3.4%,-9%,
COc1cc2c(cc1OC)CN(C(=O)CCN1C(=O)C3CCCCC3C1=O)CC2 (stereo not given),-2%,3%,-11%,i,-2%,
COc1ccc(C[C@H]2CN3C(=NC[C@@H]3Cc3ccccc3)N2CCNC(=O)c2ccc(C)c(Br)c2)cc1,?,12%,?,i,1%,
CCCN(CC(=O)Nc1ccccc1C)C(=O)c1cc(=O)[nH]c2ccccc12,11%,-5%,-10%,1.0%,3%,
Cc1ncc(NS(=O)(=O)c2ccc(N)cc2)nc1C,/,-11%,/,i,/,
CC1=C(C)CC(C(=O)NNC(=O)c2ccccc2O)C(C(=O)O)C1 (stereo not given),-12%,-1%,-5%,1.2%,4%,
C/[N+]([O-])=C\C1C(=O)CCCC1=O,-9%,-1%,-2%,0.4%,1%,inhibitors of VEEV 10K pilot screen=0.3
CCOc1ccc(/C=N/NC(=O)CSc2ccccn2)cc1O,-4%,-12%,-1%,1.2%,2%,
COc1ccc(CSc2nnc(C)n2N)cc1,5%,2%,-4%,1.7%,2%,
Cc1ccc(OCC(=O)Nc2sc3c(c2C#N)CCC3)cc1,-3%,2%,6%,0.2%,-8%,
O=c1cc(-c2ccccc2Cl)oc2c(NS(=O)(=O)c3ccccc3OC(F)(F)F)ccc(O)c12,34%,9%,13%,2.0%,3%,
CC(Oc1ccc2c3c(c(=O)oc2c1)CCC3)C(=O)NCCCn1ccnc1 (stereo not given),0%,0%,0%,7.0%,5%,
CCCCC(CC)CNC(=O)CN1C(=O)NC2(CCc3ccccc32)C1=O (stereo not given),5%,-8%,-3%,0.0%,5%,
Cc1cc(C(=O)NCc2ccco2)no1,-5%,0%,-5%,7.5%,4%,
CCCCN1CC[C@H]2C=CC[C@@H](C(=O)NCc3ccc(OC)cc3)[C@H]2C1=O,5%,-12%,-4%,i,-14%,
COc1cccc(/C=N/NC(=O)c2ccc(-c3ccccc3)cc2)c1O,?,26%,1%,?,7%,
CCOc1ccc(OCC)c(NC(=O)C2CCCN(S(=O)(=O)c3cnc[nH]3)C2)c1 (stereo not given),/,8%,-10%,i,-4%,
COCCn1nnnc1C(c1ccccn1)N1CCN(c2cc(C)ccc2C)CC1 (stereo not given),18%,-11%,1%,i,-7%,
CCc1ccc(N=Nc2ccc(O)c3[nH]cnc23)cc1,16%,0%,15µM*,0.2%,/,
O=C1CCC(=O)N1CCOP1(=O)COc2ccccc2OC1,-4%,-3%,-10%,0.5%,4%,
CCc1nnc(SCC(=O)Nc2nccs2)n1CC,-6%,13%,3%,i,-3%,
CC(=O)Cc1nsc(Nc2ccc(F)cc2)n1,2%,10%,-1%,i,6%,
CC(=O)n1cc(N(C(=O)CCl)c2ccc(Cl)cc2)c2ccccc21,?,/,1.8µM*,i,2%,
Cc1nn(C)c(C)c1/C=C1/CC2C3CC=C4CC(O)CCC4(C)C3CCC2(C)C1=O (stereo not given),22%,-2%,1%,6.5%,4%,
Nc1cccc(CCc2nc3cc4ccccc4cc3[nH]2)c1,-14%,-3%,-7%,i,2%,inhibitors of VEEV 10K pilot screen=7.9
O=C(Cc1c(Cl)cccc1Cl)Nc1ccncc1Cl,10%,-16%,4%,3.1%,-6%,
COC(=O)[C@]1(Cc2ccccc2)N[C@H](CN(C)S(=O)(=O)c2ccc(OC)cc2)[C@@H]2C(=O)N(C)C(=O)[C@@H]21,3%,-44%,5%,1.0%,/,
CCc1sc(NC(=O)COC)nc1-c1ccccc1,16%,5%,-7%,2.1%,6%,
CSc1ccc(C2c3[nH]c4ccccc4c3CCN2C(=O)c2cc(C)n(C)n2)cc1 (stereo not given),23%,/,?,/,0%,
CC(C)Cn1c(SCC(=O)NC(=O)Nc2ccc3c(c2)OCCO3)nc2ccccc2c1=O,-11%,1%,-20%,1.5%,-4%,
COc1ccc2cc(Br)ccc2c1CC(=O)N1CCCC1,25%,-1%,6%,0.6%,0%,
Cn1nnc(NC(=O)c2cccc([N+](=O)[O-])c2)n1,-23%,-2%,-5%,1.1%,8%,
O=C(NC1CCCCC1)c1cccc(N2C(=O)CCC2=O)c1,/,-5%,/,0.1%,/,
Cc1ccc(C2(C)NC(=O)N(CC(=O)NCc3ccccc3Cl)C2=O)cc1 (stereo not given),0%,-22%,0%,0.8%,2%,
Nc1ccc(C#Cc2c(-c3ccsc3)oc3ccc(N4CCOCC4)cc23)cc1,-4%,12%,?,2.8%,-4%,
COc1ccc(NC(=S)N2CCN(CCN=CC3=C(O)CC(c4ccccc4)CC3=O)CC2)cc1 (stereo not given),8%,0%,11%,0.2%,-2%,

# 18 neighbouring entries from above:
SMILES,M. tuberculosis,H1N1 NS1A inhibition,H37Rv inhibition,inhibitors of VEEV,Salmonella PhoP GFP,others
COc1cccc(/C=N/NC(=O)c2ccc(-c3ccccc3)cc2)c1O,?,26%,1%,?,7%,
CCOc1ccc(OCC)c(NC(=O)C2CCCN(S(=O)(=O)c3cnc[nH]3)C2)c1 (stereo not given),/,8%,-10%,i,-4%,
COCCn1nnnc1C(c1ccccn1)N1CCN(c2cc(C)ccc2C)CC1 (stereo not given),18%,-11%,1%,i,-7%,
CCc1ccc(N=Nc2ccc(O)c3[nH]cnc23)cc1,16%,0%,15µM*,0.2%,/,
O=C1CCC(=O)N1CCOP1(=O)COc2ccccc2OC1,-4%,-3%,-10%,0.5%,4%,
CCc1nnc(SCC(=O)Nc2nccs2)n1CC,-6%,13%,3%,i,-3%,
CC(=O)Cc1nsc(Nc2ccc(F)cc2)n1,2%,10%,-1%,i,6%,
CC(=O)n1cc(N(C(=O)CCl)c2ccc(Cl)cc2)c2ccccc21,?,/,1.8µM*,i,2%,
Cc1nn(C)c(C)c1/C=C1/CC2C3CC=C4CC(O)CCC4(C)C3CCC2(C)C1=O (stereo not given),22%,-2%,1%,6.5%,4%,
Nc1cccc(CCc2nc3cc4ccccc4cc3[nH]2)c1,-14%,-3%,-7%,i,2%,inhibitors of VEEV 10K pilot screen=7.9
O=C(Cc1c(Cl)cccc1Cl)Nc1ccncc1Cl,10%,-16%,4%,3.1%,-6%,
COC(=O)[C@]1(Cc2ccccc2)N[C@H](CN(C)S(=O)(=O)c2ccc(OC)cc2)[C@@H]2C(=O)N(C)C(=O)[C@@H]21,3%,-44%,5%,1.0%,/,
CCc1sc(NC(=O)COC)nc1-c1ccccc1,16%,5%,-7%,2.1%,6%,
CSc1ccc(C2c3[nH]c4ccccc4c3CCN2C(=O)c2cc(C)n(C)n2)cc1 (stereo not given),23%,/,?,/,0%,
CC(C)Cn1c(SCC(=O)NC(=O)Nc2ccc3c(c2)OCCO3)nc2ccccc2c1=O,-11%,1%,-20%,1.5%,-4%,
COc1ccc2cc(Br)ccc2c1CC(=O)N1CCCC1,25%,-1%,6%,0.6%,0%,
Cn1nnc(NC(=O)c2cccc([N+](=O)[O-])c2)n1,-23%,-2%,-5%,1.1%,8%,
O=C(NC1CCCCC1)c1cccc(N2C(=O)CCC2=O)c1,/,-5%,/,0.1%,/,

# The list goes on.
SMILES,M. tuberculosis,H1N1 NS1A inhibition,H37Rv inhibition,inhibitors of VEEV,Salmonella PhoP GFP,others
Cc1ccc(N2C(=O)N3[C@H](c4cccc(C)c4)[C@@H]4C(=O)N(Cc5ccccc5)C(=O)[C@@H]4[C@]3(C)C2=O)cc1,2%,-2%,6%,i,1%,inhibitors of VEEV 10K pilot screen=0.6
C=CCN(C(=O)CNC(=O)c1ccco1)C(C(=O)NC1CCCCC1)c1ccccc1 (stereo not given),-2%,6%,-6%,i,-12%,inhibitors of VEEV 10K pilot screen=0.5
Brc1ccc(OCCOCCOc2cccc3cccnc23)cc1,67%,-1%,1%,8.5%,4%,
COc1ccc(Cl)cc1Nc1nc(C)cc(=O)[nH]1,20%,0%,7%,0.9%,-6%,
COCCN(C(=O)COC(=O)/C=C/c1ccc(OC)c(OC)c1)c1c(N)n(Cc2ccccc2)c(=O)[nH]c1=O,-10%,-3%,-10%,1.5%,-9%,
N#Cc1cccc(NC(=O)CCNC(=O)c2ccccc2Cl)c1,-6%,2%,9%,0.8%,-11%,
Cc1cccc(-n2ncc3c(NCCCO)ncnc32)c1,/,9%,2%,8.5%,-12%,
Cc1ccc(NC(=O)CSc2nc(O)c(Cc3ccccc3)c(=O)n2-c2ccccc2)cc1,9%,-11%,-1%,2.1%,4%,
Cc1ccc(/C=C/C(=O)NCC2COc3ccccc3O2)o1 (stereo not given),19%,6%,8%,0.1%,-10%,
COCC1CCN(C(=O)c2cc(COc3ccc4c(c3)CCCC4)on2)C1 (stereo not given),30%,-8%,3%,i,-2%,
Cc1cccc(N(Cc2cc3ccccc3[nH]c2=O)S(=O)(=O)c2ccccc2)c1,-4%,9%,1%,2.7%,-10%,
O=C(NCC(c1cccs1)N1CCOCC1)c1ccccc1NS(=O)(=O)c1cccc([N+](=O)[O-])c1 (stereo not given),2%,-8%,-4%,0.6%,2%,
Cn1c(CCc2nc3ccccc3[nH]2)n[nH]c1=S,10%,17%,-2%,0.0%,3%,
CCOc1ccc(C(C(=O)NCC2CCCO2)N(C(=O)c2snc(C(N)=O)c2N)c2ccccc2F)cc1 (stereo not given),14%,-12%,-2%,9.2%,-1%,
Cc1nnc(SCC(=O)NC(=O)NCc2ccco2)n1Cc1ccccc1,-4%,-40%,-3%,1.1%,-6%,
Cc1ccnc(NC(=O)c2cccc(S(=O)(=O)N3CCCc4ccccc43)c2)c1,57%,-3%,2%,8.0%,-5%,
C[C@H](CO)N1C[C@H](C)[C@@H](CN(C)C)Oc2c(NS(=O)(=O)c3ccc(F)cc3)cccc2C1=O,16%,8%,-4%,0.3%,/,
O=C(N/N=C/c1ccccc1C(=O)O)c1cccc(S(=O)(=O)N2CCOCC2)c1,12%,-4%,2%,i,/,
O=Cc1ccc(OCC(=O)NC(=O)NC2CCCCC2)cc1,9%,-1%,-10%,0.7%,0%,
CC(C)NC(=O)N(C)C[C@H]1Oc2ccc(NC(=O)NC3CCCCC3)cc2C(=O)N([C@H](C)CO)C[C@@H]1C,2%,-5%,-8%,i,/,
Cc1onc(-c2c(Cl)cccc2Cl)c1C(=O)OCC(=O)c1ccccc1,16%,-14%,2%,2.1%,6%,
COc1ccc(NC(=O)CSc2nnc(C3CC3)n2N)cc1,-1%,0%,0%,2.2%,2%,
COC(=O)COc1ccc2c(=O)c(-c3ccccc3)coc2c1,<0.1µM*,8%,?,i,1%,
CC(CC(=O)Nc1ccccc1)NCCCN1CCCC1=O (stereo not given),-1%,-11%,-4%,i,7%,
